High-throughput results deposited in PubChem BioAssay by several laboratories.
eLon inh = inhibitors of E. coli Lon protease, primary screen, biochemical, fluorescence polarization; inhibition, % at 7.94 µM; purified E. coli Lon protease; P0A9M0; 360,000 tested, 0.42% active; in the data active = inhibition above about 13%, passing the limit was not always enough;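 also: 0% = enzyme with probe and DMSO and 100% = no enzyme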
MLLE-PAM2 inh = inhibitors of PABP1 MLLE–PAM2 peptide binding, primary screen, biochemical, fluorescence polarization, FITC-PAM2, GST-MLLE; inhibition, % at 20 µM; 360,000 tested, 0.36% active; Polyadenylate-binding protein 1 (Homo sapiens), P11940; in the data active = inhibition above about 35%, passing the limit was not always enough;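 also: plate controls were DMSO wells with GST-MLLE for no effect and wells lacking GST-MLLE protein for full effect; some results filed as inactive read as strong as hits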
Target sequence (P11940 whole entry, looked up): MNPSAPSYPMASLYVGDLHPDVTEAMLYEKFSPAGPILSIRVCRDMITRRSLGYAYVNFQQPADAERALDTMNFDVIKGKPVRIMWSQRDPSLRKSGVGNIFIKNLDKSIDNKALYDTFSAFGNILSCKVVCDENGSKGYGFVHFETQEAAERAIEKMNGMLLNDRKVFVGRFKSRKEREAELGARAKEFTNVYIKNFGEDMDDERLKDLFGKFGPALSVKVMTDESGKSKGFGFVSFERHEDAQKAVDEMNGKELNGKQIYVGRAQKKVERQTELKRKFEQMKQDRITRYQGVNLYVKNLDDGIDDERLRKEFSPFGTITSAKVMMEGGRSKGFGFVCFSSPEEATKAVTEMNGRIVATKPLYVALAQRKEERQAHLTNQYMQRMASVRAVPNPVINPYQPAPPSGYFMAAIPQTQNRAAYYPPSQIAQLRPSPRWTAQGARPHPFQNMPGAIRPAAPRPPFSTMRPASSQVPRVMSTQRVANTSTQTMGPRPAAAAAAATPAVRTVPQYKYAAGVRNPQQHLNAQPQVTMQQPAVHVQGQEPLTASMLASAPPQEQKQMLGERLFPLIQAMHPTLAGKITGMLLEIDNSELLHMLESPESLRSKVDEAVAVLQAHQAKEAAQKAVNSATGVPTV
Neddyl block = inhibitors of cullin neddylation, primary screen, biochemical, TR-FRET, uHTS, NAE and Ubc12 | NEDD8-conjugating enzyme Ubc12 (Homo sapiens) + NEDD8-activating enzyme E1 regulatory … | calls only at 25 µM | 360,000 tested, 0.58% active; in the data active = inhibition above about 36%
FAS TE block = FAS thioesterase domain inhibitors, primary screen, biochemical, fluorescence intensity, uHTS | Fatty acid synthase (Homo sapiens), P49327 | recombinant FAS-TE, OMFH fluorogenic substrate, fluorescence endpoint | inhibition, % at 15 µM | 360,000 tested, 0.67% active;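 active = compounds whose normalised, plate-corrected inhibition of enzyme fluorescence in the single-dose primary screen is 50% or more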;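 also: 0% = DMSO with enzyme and 100% = substrate without enzyme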
MsrA act = bovine MsrA enzyme activators, primary screen, biochemical, absorbance, HTS | Methionine sulfoxide reductase A (Bos taurus) | purified bovine MsrA, absorbance read-out | activation, % at 10.6 µM | 360,000 tested, 0.3% active | AID 602163, 2012; in the data active = activation above about 7.5%;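 also: 0% = vehicle and 100% = reference activator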
TbMetRS inhib = T. brucei MetRS inhibitors, primary screen, biochemical, luminescence. methionyl-tRNA synthetase (Trypanosoma brucei brucei). purified T. brucei MetRS, ATP depletion, Kinase-Glo luminescence. inhibition, % at 11.9 µM. 360,000 tested, 0.4% active. AID 624268, 2012;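 active = inhibition above a per-plate cutoff of the control wells' mean inhibition plus 3 SD, cut at about 5.5% in these data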;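 also: 0% = DMSO wells median and 100% = median of wells with control inhibitor compound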
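assay system = parasite MetRS enzyme | timing = 15 min preincubation, 2 h reaction, all 25 °C | evaluation = percent inhibition relative to median high and low control wells | medium = HEPES buffer containing pyrophosphatase, BSA, spermine, DTT | compound = single dose, 11.9 µM final nominal, 0.9% final DMSO | detection = Kinase-Glo luminescence, ATP depletion format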
MsrA inhibitor = bovine MsrA enzyme inhibitors, primary screen, biochemical, absorbance, HTS | Methionine sulfoxide reductase A (Bos taurus) | purified bovine MsrA, absorbance read-out | inhibition, % at 15.5 µM | 360,000 tested, 0.75% active | AID 651718, 2012; in the data active = inhibition above about 4.5%;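 also: 0% = vehicle wells with enzyme and 100% = reference inhibitor wells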
CSN deneddyl inh = inhibitors of CSN-mediated cullin deneddylation, primary screen, biochemical, fluorescence polarization, uHTS; COP9 signalosome complex subunit 5 (Homo sapiens), Q92905; Purified CSN, SCF-Nedd8-OG deneddylation; inhibition, % at 12.5 µM; 360,000 tested, 0.38% active;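 active = pattern-corrected inhibition above about 35%, with an unprinted fluorescence ratio check between 0.5 and 1.5, limit read from the data, passing the limit was not always enough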;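 also: 0% = enzyme with substrate and 100% = substrate without enzyme; some results filed as inactive read as strong as hits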
Target sequence (Q92905 whole entry, looked up, one chain of several): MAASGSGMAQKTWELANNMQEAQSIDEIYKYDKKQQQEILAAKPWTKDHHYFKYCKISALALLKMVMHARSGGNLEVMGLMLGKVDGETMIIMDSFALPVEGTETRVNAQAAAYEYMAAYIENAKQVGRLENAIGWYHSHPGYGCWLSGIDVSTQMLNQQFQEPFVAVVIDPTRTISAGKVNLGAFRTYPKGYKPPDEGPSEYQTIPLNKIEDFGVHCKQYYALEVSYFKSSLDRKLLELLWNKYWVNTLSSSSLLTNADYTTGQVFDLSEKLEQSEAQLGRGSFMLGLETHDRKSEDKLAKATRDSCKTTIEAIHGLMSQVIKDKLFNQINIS
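test system = HEK293T-derived human Csn5 enzyme | amount = 0.24 nM Csn5 enzyme, final concentration | medium = Tris/NaCl/DTT buffer, pH 7.5 | schedule = 90 min reaction at room temperature | signal = FP | evaluation = inhibition of Csn5 cleavage, % | compound dosing = single dose of 12.5 µM compound with 0.25% DMSO | probe or stimulus = 10 nM SCFSkp2-Nedd8OG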
Rin1 Abl inh = inhibitors of Rin1-Abl protein binding, primary screen, biochemical, TR-FRET; inhibition, % at 7.35 µM; AID 588664, 2011; 360,000 tested, 0.4% active; Tyrosine-protein kinase ABL1 (Homo sapiens) + Ras and Rab interactor 1 (Homo sapiens), …; in the data active = inhibition above about 5%, passing the limit was not always enough
Starred values were filed as active, the others as inactive; i = inactive; . = not tested or not shown. Not all compounds are listed; count on the stated rates, not on these rows.

SMILES | eLon inh | MLLE-PAM2 inh | Neddyl block | FAS TE block | MsrA act | TbMetRS inhib | MsrA inhibitor | CSN deneddyl inh | Rin1 Abl inh
CC1=CC(=O)OC2CC3OC4C[C@@H](C)C5OC6CC7O[C@]8(C)C/C=C\C9OC%10CC%11OC(CC(C)CO)CC(O)[C@]%11(C)OC%10CC9OC8C[C@]7(C)O[C@]6(C)CCC5OC4C[C@]3(C)OC12 (some centres not stated) | -1 | -6 | i | -3 | 0 | 0.1 | -0.4 | -4 | -1
CN1CCN(c2ccc(F)cc2N)CC1 | 10 | -9 | i | -2 | -2 | 0.0 | 0.4 | -8 | 3
CCN1CCN(C(=O)COc2ccc(S(=O)(=O)Nc3ccc(Cl)cc3)cc2)CC1 | -3 | -1 | i | -4 | -5 | 0.0 | -0.1 | 0 | -1
COC(=O)C1=C(c2cccc(OCc3ccccc3)c2)C[C@@H]2CC[C@H]1N2C(=O)NC1CCN(Cc2ccccc2)CC1 | -4 | -9 | i | 8 | 7 | -0.5 | -0.8 | -3 | 0
CS(=O)(=O)c1ccc(C2=C(CNC(=O)c3ccncc3)[C@H]3CC[C@@H](C2)N3CCOc2ccccc2)cc1 | -8 | 9 | i | -7 | -2 | -0.4 | 0.2 | -4 | -3
CCCCc1nc2ccccc2c(=O)n1-c1ccccc1[N+](=O)[O-] | 4 | 6 | i | 2 | 0 | -0.3 | -0.5 | 3 | 2
Cc1cc(NCCN)nc2ccccc12 | 7 | 5 | i | -10 | -10 | -0.1 | 0.8 | 4 | 0
N#CC1=C(N)Oc2c(c(=O)oc3ccccc23)C1c1ccc([N+](=O)[O-])o1 (configuration not stated) | -1 | -13 | i | -3 | -4 | 0.1 | 0.1 | -2 | 1
O=C(c1ccc2c(c1)OCO2)C1CCCN(CC2CCCCC2)C1 (configuration not stated) | -4 | 2 | i | -1 | -2 | 0.7 | -0.7 | -4 | 2
COC(COC(N)=O)C1=C(N2CC2)C(=O)C(C)=C(N2CC2)C1=O (configuration not stated) | 14 | 4 | i | -3 | -2 | -0.1 | 1.2 | 0 | -8
O=c1[nH]c(=S)n(C2CC2)c(O)c1/C=N/Nc1ccccc1 | -14 | 24 | i | -10 | -4 | -0.3 | 2.1 | -4 | 1
O=C(O)C1CN2CCC1CC2 (configuration not stated) | -2 | -5 | i | -10 | -3 | -0.4 | -1.1 | 5 | -1
COc1cc(C(c2c(C)[nH]n(-c3ccccc3)c2=O)c2c(C)[nH]n(-c3ccccc3)c2=O)cc(OC)c1OC | -6 | 17 | i | -3 | -11 | -0.6 | 0.5 | 0 | 9.7*
O=S(=O)(c1ccc(Cl)cc1)N1CCCCC1c1cccnc1 (configuration not stated) | -9 | 11 | i | 6 | -1 | -0.6 | 1.9 | -1 | 4
COC(=O)c1ccc(COc2cc(C)cc3oc(=O)c4c(c23)CCCC4)o1 | 0 | -7 | i | 28 | -3 | -0.4 | 1.9 | 4 | 4
CCN1CCN(c2ccc(NC(=O)C(C)C)cc2Cl)CC1 | -5 | -9 | i | -7 | 2 | -0.5 | -0.6 | 2 | -2
COC(=O)[C@@H]1C[C@@]1(C)[C@@H](NP(=O)(c1ccccc1)c1ccccc1)c1ccccc1 | -7 | 7 | i | 14 | -1 | -0.2 | -0.2 | -3 | 3
COc1ccccc1-n1c(-c2ccccc2Br)nc2ccccc2c1=O | 3 | 3 | i | 7 | -4 | -1.1 | 1.0 | 3 | -2
C=CCn1c(O)c(C(CC)=Nc2ccc(C(=O)O)cc2)c(=O)[nH]c1=O | 3 | -1 | i | -4 | -4 | -0.4 | 0.3 | -4 | -2
CCOC(=O)C1C(=O)NC23CCCC2C1c1ccccc1O3 (configuration not stated) | -2 | -17 | i | -8 | -3 | 0.5 | 1.4 | 0 | 4
CCCCCn1cc(C(=O)C(=O)N2CCOCC2)c2ccccc21 | -4 | 10 | i | 1 | -6 | -0.2 | 0.9 | -5 | 0
COc1cccc(NC(=O)[C@@H](NC(=O)N2C[C@H]3C[C@@H](C2)c2cccc(=O)n2C3)C(C)C)c1 | -6 | 23 | i | 0 | 0 | 0.1 | -0.2 | 0 | 0
C=C(C=O)CC1CC(O)[C@]2(C)OC3CC4OC5C[C@]6(C)O[C@]7(C)CCC8OC9C[C@]%10(C)OC%11C(C)=CC(=O)OC%11CC%10OC9C[C@@H](C)C8OC7CC6O[C@]5(C)CC5OC5C4OC3CC2O1 (some centres not stated) | -2 | 1 | i | -3 | -1 | -0.1 | . | 0 | 5
Cc1cc(C)c(-n2c(O)c(/C=N/NC(=O)c3ccncc3)c(=O)[nH]c2=O)c(C)c1 | -18 | -24 | i | -1 | -2 | 0.4 | 1.9 | 5 | -4
C=CCn1c(O)c(N=Nc2c(C)n(C)n(-c3ccccc3)c2=O)c(=O)[nH]c1=S | -21 | -25 | i | -11 | -3 | 0.0 | 2.0 | 5 | 2
CC(=O)CC(c1ccccc1[N+](=O)[O-])c1c(O)c2ccccc2oc1=O (configuration not stated) | 5 | 13 | i | -4 | -8 | -0.5 | 1.1 | -2 | 0
Cn1c(=O)[nH]c2nncnc2c1=O | -8 | 3 | i | -6 | -1 | 0.0 | -0.5 | -5 | 1
CCCCn1c(O)c(C(C)=NC(C)c2ccccc2)c(=O)[nH]c1=O (configuration not stated) | 4 | -3 | i | 0 | -1 | -0.6 | 0.0 | 1 | -2
CCCCCN1C(=O)c2cc(OC)ccc2[C@@]2(C(=O)OCC)Cc3cc(Cl)ccc3[C@@H]12 | -4 | . | i | 85* | -7 | -1.2 | 3.5 | -1 | .
CC1=C(N2CC2)C(=O)C(CO)=C(N2CC2)C1=O | -6 | -1 | i | -5 | -1 | -0.2 | 3.6 | 0 | -6

Record cards, from the list above. Order of screens: eLon inh | MLLE-PAM2 inh | Neddyl block | FAS TE block | MsrA act | TbMetRS inhib | MsrA inhibitor | CSN deneddyl inh | Rin1 Abl inh
Listed for CC1=C(N2CC2)C(=O)C(CO)=C(N2CC2)C1=O → -6 | -1 | i | -5 | -1 | -0.2 | 3.6 | 0 | -6
Listed for CCOC(=O)C1C(=O)NC23CCCC2C1c1ccccc1O3 (configuration not stated) → -2 | -17 | i | -8 | -3 | 0.5 | 1.4 | 0 | 4
Listed for CCN1CCN(c2ccc(NC(=O)C(C)C)cc2Cl)CC1 → -5 | -9 | i | -7 | 2 | -0.5 | -0.6 | 2 | -2
Listed for C=CCn1c(O)c(N=Nc2c(C)n(C)n(-c3ccccc3)c2=O)c(=O)[nH]c1=S → -21 | -25 | i | -11 | -3 | 0.0 | 2.0 | 5 | 2
Listed for CCCCCN1C(=O)c2cc(OC)ccc2[C@@]2(C(=O)OCC)Cc3cc(Cl)ccc3[C@@H]12 → -4 | . | i | 85* | -7 | -1.2 | 3.5 | -1 | .

Following part
SMILES | eLon inh | MLLE-PAM2 inh | Neddyl block | FAS TE block | MsrA act | TbMetRS inhib | MsrA inhibitor | CSN deneddyl inh | Rin1 Abl inh
CCOC(=O)[C@]12Cc3cc(Cl)ccc3[C@H]1N(C1CCCCC1)C(=O)c1cc(OC)ccc12 | -1 | . | i | 84* | -2 | -0.4 | 2.3 | 1 | .
CC1=CC(=C2C(=O)NC(=O)NC2=O)C=C(C(F)(F)F)N1Cc1ccccc1 | 2 | -7 | i | -11 | -8 | -0.6 | -0.5 | -4 | 4
O=C(CN1CCOCC1)NCC(=O)Nc1ccc(Br)cc1C(=O)c1ccccc1 | 9 | 6 | i | -4 | -2 | -0.3 | -0.1 | 2 | -5
CC(=O)Nc1cc([As](=O)(O)O)ccc1O | 10 | -5 | i | 1 | 3 | -0.1 | -0.7 | 0 | -5
Cc1cc(C)nc(/N=C(\N)c2c(O)[nH]c(=O)[nH]c2=O)n1 | -9 | -4 | i | -13 | 3 | -0.7 | 0.4 | 9 | 2
CCCCn1c(C)c(C(=O)O)c2cc(OC)ccc21 | -1 | -5 | i | -9 | -4 | -0.4 | 0.0 | 7 | -6
O=C1CC2OCC=C3CN4CCC56c7cc([N+](=O)[O-])ccc7N1C5C2C3CC46 (configuration not stated) | -1 | 0 | i | -10 | 0 | 0.0 | 1.1 | -1 | -1
COc1ccc2c(c1OC)CN1CCc3cc4c(cc3[C@H]1C2)OCO4 | 5 | 15 | i | -4 | 1 | -0.1 | . | -1 | -1
Cc1ccc(OCC(=O)N2CCN(Cc3ccc4c(c3)OCO4)CC2)cc1 | -6 | -4 | i | 0 | -7 | -0.7 | 1.2 | -9 | 4
Oc1cc2c(cc1CN1CCN(c3ccc(F)cc3)CC1)OCO2 | 7 | 26 | i | -4 | -3 | -0.7 | -1.2 | 0 | 3
Cc1nn(CC(=O)N2CCC3(CC2)OCCO3)c(=O)c2cc3ccccc3n12 | 9 | 14 | i | -5 | -4 | -0.2 | 1.4 | -2 | -5
c1ccc(C(c2ccccc2)c2ccncc2)cc1 | 0 | 9 | i | -10 | -2 | 0.0 | 0.7 | 0 | 2
Clc1ccccc1CNC1CN2CCC1CC2 (configuration not stated) | -6 | -5 | i | -15 | -1 | 0.7 | 1.4 | -13 | 0
O=[N+]([O-])c1cc(F)c(N2CCCCC2)cc1Br | 3 | 1 | i | 22 | -8 | -0.6 | 0.3 | 1 | 1
Cc1nc2ccccc2c(=O)n1-c1ccncc1 | -11 | 13 | i | 0 | -5 | -0.5 | 0.0 | 3 | -3
CC1CCC(C(C)C)C(OC(=O)Cn2c(COc3ccccc3)[n+](C)c3ccccc32)C1 (configuration not stated) | 2 | -3 | i | 0 | -2 | -1.3 | -1.5 | 0 | 0
O=C1c2ccccc2-n2nncc2C2c3cc(Br)ccc3CCN12 (configuration not stated) | -6 | -7 | i | -2 | -3 | 1.2 | -0.7 | 3 | 0
COc1ccc(-c2cc(C(=O)N3CCC4(CC3)OCCO4)c3ccccc3n2)cc1 | 2 | -6 | . | 4 | -8 | -0.5 | -0.4 | 1 | -1
O=C1NCN(c2ccccc2)C12CCN(C(c1nnnn1C1CCCCC1)C1CC1)CC2 (configuration not stated) | -16 | -10 | i | 9 | -3 | -0.5 | -0.1 | -1 | 2
CP(=O)(Nc1ccc(Cl)cc1)c1nc2c(s1)CCCC2 (configuration not stated) | 12 | 3 | i | 0 | -1 | 0.0 | 0.2 | -1 | 0
O=c1c2ccccc2nc(SCC2CCCCO2)n1-c1ccccc1 (configuration not stated) | -2 | -7 | i | 19 | -3 | 0.8 | -0.3 | 4 | 2
CCOP(=O)(C#CC(C)(C)C)C(C)(O)c1ccccc1 (configuration not stated) | -1 | 14 | i | -8 | -1 | -1.0 | -0.3 | 3 | 0

Two successive records already listed:
SMILES | eLon inh | MLLE-PAM2 inh | Neddyl block | FAS TE block | MsrA act | TbMetRS inhib | MsrA inhibitor | CSN deneddyl inh | Rin1 Abl inh
O=c1c2ccccc2nc(SCC2CCCCO2)n1-c1ccccc1 (configuration not stated) | -2 | -7 | i | 19 | -3 | 0.8 | -0.3 | 4 | 2
CCOP(=O)(C#CC(C)(C)C)C(C)(O)c1ccccc1 (configuration not stated) | -1 | 14 | i | -8 | -1 | -1.0 | -0.3 | 3 | 0
